# 14-3-3 Bad PPI – inhibitors of 14-3-3 zeta/Bad binding, primary screen, biochemical, TR-FRET, bovine 14-3-3 zeta; TR-FRET 14-3-3zeta/Dy647-pBad peptide displacement, 1 h; inhibition, % at 21.7 µM; 0.71% of 220,000 active; AID 781, 2007;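 active = inhibition above about 70%, limit read from the data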;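 note: 0% = full 14-3-3 plus peptide FRET controls and 100% = background without 14-3-3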
# zfTRPN1 agonist – zebrafish TRPN1 channel agonists, primary screen, cell-based, HEK293, calcium fluorescence; activation, % at 3 µM; 0.18% of 220,000 active; HEK293 zebrafish TRPN1-YFP, Fluo-8 calcium fluorescence; 100% = response to 87 µM carbachol;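 active = activation above its plate's cutoff, the mean activation of test wells on that plate plus 3 SD, cut at about 19% in these data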;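 note: 0% = DMSO alone and 100% = 87 µM carbachol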
#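 Material: zebrafish TRPN1-YFP in HEK293 cells; Doses: single test compound dose, 3 µM nominal, 0.3% DMSO; Timing: dye loading 1 h at 37 °C, then 30 min room temperature; Technique: intracellular calcium fluorescence with Fluo-8; Benchmarks: high carbachol 87 µM, low DMSO alone.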
# TRPML3 ag – human TRPML3 channel agonists, primary screen, cell-based, HEK293 TRPML3-YFP, Fluo-8 calcium fluorescence, 3 µM. activation, % at 3 µM. 0.29% of 220,000 active. 100% = the carbachol control signal. Mucolipin-3 (Homo sapiens), Q8TDD5. AID 1448, 2008;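 active = activation above its plate's cutoff, the mean activation of the plate's test wells plus 3 SD, cut at about 12% in these data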;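 note: 0% = DMSO only wells and 100% = carbachol wells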
# Target sequence (Q8TDD5 whole entry, looked up): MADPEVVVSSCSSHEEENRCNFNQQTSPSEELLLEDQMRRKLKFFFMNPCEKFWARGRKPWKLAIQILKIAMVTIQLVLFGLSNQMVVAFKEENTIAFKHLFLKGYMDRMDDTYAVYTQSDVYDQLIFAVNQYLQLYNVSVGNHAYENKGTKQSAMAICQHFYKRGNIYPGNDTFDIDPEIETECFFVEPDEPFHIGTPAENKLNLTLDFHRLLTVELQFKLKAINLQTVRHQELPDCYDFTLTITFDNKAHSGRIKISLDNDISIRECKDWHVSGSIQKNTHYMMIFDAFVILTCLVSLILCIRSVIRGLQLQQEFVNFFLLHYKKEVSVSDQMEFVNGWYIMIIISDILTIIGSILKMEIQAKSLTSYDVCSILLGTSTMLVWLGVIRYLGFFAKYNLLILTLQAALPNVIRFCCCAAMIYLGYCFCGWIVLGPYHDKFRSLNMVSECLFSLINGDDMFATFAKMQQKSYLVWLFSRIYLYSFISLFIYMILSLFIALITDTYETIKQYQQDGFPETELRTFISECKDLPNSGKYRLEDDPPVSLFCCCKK
#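 system = HEK293 cells stably carrying human TRPML3-YFP | doses = one concentration, 3 µM nominal, 0.3% DMSO | timing = dye loading 1 h 37 °C then 30 min ambient, 125 s read | detection = Fluo-8 calcium dye fluorescence, ex 470-495, em 515-575 nm | benchmarks = high control carbachol 87 µM, low control DMSO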
# NPY-Y1 PAM-ag – NPY-Y1 receptor potentiators or agonists, primary screen, cell-based; AID 1304, 2008; 0.37% of 220,000 active; Neuropeptide Y receptor type 1 (Homo sapiens), P25929; activation, % at 3.6 µM; NPY-Y1 expressing cells, potentiator/agonist activation; in the data active = activation above about 33%, passing the limit was not always enough;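 note: cells stimulated with NPY at EC10 then isoproterenol at EC100; 0% = low agonist plus stimulus and 100% = saturating agonist plus stimulus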
# Target sequence (P25929 whole entry, looked up): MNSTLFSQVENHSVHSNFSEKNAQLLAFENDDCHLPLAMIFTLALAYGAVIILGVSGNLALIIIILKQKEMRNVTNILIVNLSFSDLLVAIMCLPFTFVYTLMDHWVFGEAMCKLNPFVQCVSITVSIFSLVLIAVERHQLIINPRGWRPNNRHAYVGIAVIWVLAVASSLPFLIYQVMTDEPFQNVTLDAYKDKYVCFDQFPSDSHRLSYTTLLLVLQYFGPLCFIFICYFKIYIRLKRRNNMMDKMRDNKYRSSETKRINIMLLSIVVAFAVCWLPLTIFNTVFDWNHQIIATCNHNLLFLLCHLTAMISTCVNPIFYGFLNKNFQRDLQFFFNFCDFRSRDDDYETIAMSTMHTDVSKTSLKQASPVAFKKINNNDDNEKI
# PGE2 EP2 inh – human EP2 receptor antagonists, primary screen, TR-FRET cAMP, C6 glioma cells; Prostaglandin E2 receptor EP2 subtype (Homo sapiens), P43116; C6 glioma cells expressing human EP2; cells stimulated with saturating PGE2; inhibition, % at 25 µM; 0.52% of 260,000 active; AID 1422, 2008;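 active = percent inhibition above 40 after rounding to a whole number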;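 note: rat C6 glioma host cells with rolipram phosphodiesterase inhibitor present; the protocol text gives 20 µM as final concentration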
# EP2 modulator – EP2 receptor modulators, cAMP readout, primary screen, cell-based, HTRF cAMP, PGE2 stimulation. EP2-expressing cells, cAMP HTRF FRET, PGE2 co-stimulation. induction, % at 25 µM. 0.83% of 260,000 active. AID 940, 2007;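 active = compounds whose cAMP rise, as percent of the full-agonist control response, exceeds 60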;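 note: rat C6 glioma line stably carrying human EP2 under a CMV promoter; the protocol text gives 20 µM as final concentration; 100% = response of wells given 1 µM PGE2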
# NPY-Y1 antag – NPY-Y1 receptor antagonists, primary screen, cell-based; HEK293-CNG Y1 cells, membrane potential fluorescence; NPY at EC95, then isoproterenol; 1% of 200,000 active; AID 1040, 2008; inhibition, % at 3.6 µM;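 active = inhibition above the campaign mean inhibition of all tested compounds plus 3 SD, cut at about 20% in these data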;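 note: 0% = DMSO wells given NPY plus isoproterenol and 100% = isoproterenol alone without NPY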
#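 Assay system: HEK293 Y1/CNG channel cell line; Doses: single compound dose of 3.6 µM, 0.4% DMSO; Timing: dye 3 h, compound 60 min room temperature, stimulation 45 min; Technique: Membrane-potential fluorescent dye readout; Measure: % inhibition of NPY effect.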
# CHOP inh – inhibitors of CHOP promoter induction, primary screen, cell-based, unfolded protein response, luciferase reporter; CHO-K1 CHOP-promoter luciferase, tunicamycin-induced, 15-18 h; inhibition, % at 10 µM; 3.8% of 220,000 active; AID 2732, 2010;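 active = compounds that reduced the stress-induced luciferase reporter signal by more than about 70% of percent inhibition, limit read from the data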;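 note: 0% = tunicamycin plus vehicle and 100% = wells without tunicamycin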
# PPC-1+TRAIL kill – compounds killing PPC-1 cancer cells with TRAIL present, primary screen, TRAIL potentiator project, ATPLite luminescence, uHTS. PPC-1 cells + TRAIL, ATPLite viability luminescence. cell killing (% activity), % at 4 µM. 0.41% of 220,000 active. AID 1443, 2008;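 active = cell killing above 50% in the first pass at 4 µM, then a duplicate retest at 5 µM averaging 50% or more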;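 note: plate controls were cells with TRAIL plus DMSO for no effect and medium-only wells lacking cells for full effect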
# Starred values were filed as active, the others as inactive; . = not tested or not shown; [ ] = remark or other dose. These rows are one share of the data; rates above refer to the full screens.
# Order of values: 14-3-3 Bad PPI	zfTRPN1 agonist	TRPML3 ag	NPY-Y1 PAM-ag	PGE2 EP2 inh	EP2 modulator	NPY-Y1 antag	CHOP inh	PPC-1+TRAIL kill
- CCC(=O)Nc1nc(C)c(Oc2ccccc2)c(=O)[nH]1
 : -4	0.5	1.4	-13	11	12	-2	30	12
- Cc1ccc(/C=N/NC(=O)c2ccco2)s1
 : 1[fluorescence artefact?]	-0.3	0.7	-23	2	4	1	8	28
- COc1ccc2c(c1)CC1c3c(cc4c(c3-2)OCO4)CC[N+]1(C)[O-] (centres undefined)
 : -3	.	.	.	13	-23	.	6	16
- O=C(/C=C/c1cccs1)Nc1nc(-c2ccccc2)cs1
 : 3	3.0	0.5	-16	19	-14	-6	35	12
- O=C(NCCn1cc(SCc2ccc(F)cc2)c2ccccc21)c1c(F)cccc1F
 : -9	0.1	0.2	0	13	-4	2	29	-10
- COc1ccc(-n2c(=S)[nH]c(=O)c3cccnc32)cc1
 : 0	-1.6	-0.8	4	6	-18	.	-5	13
- Cc1ccc(NC2=C(Cl)C(=O)OC2NC(=O)c2ccccc2)cc1 (centres undefined)
 : -5	-0.9	0.5	5	3	17	-4	-2	4
- CCCn1c(SCC(N)=O)nc2c(c1=O)C1(CCCC1)Cc1ccccc1-2
 : -1	-0.3	0.6	-1	.	17	2	44	7
- Cc1csc(NC(=O)c2cc([N+](=O)[O-])cc([N+](=O)[O-])c2)n1
 : 0	0.1	1.0	-9	10	2	1	-54	9
- COC(=O)N/N=C(\C)c1cccs1
 : 0	2.0	0.2	8	13	14	.	11	5

# Among those listed so far, 2 have an aryl methoxy group.
# Order of values: 14-3-3 Bad PPI	zfTRPN1 agonist	TRPML3 ag	NPY-Y1 PAM-ag	PGE2 EP2 inh	EP2 modulator	NPY-Y1 antag	CHOP inh	PPC-1+TRAIL kill
- COc1ccc2c(c1)CC1c3c(cc4c(c3-2)OCO4)CC[N+]1(C)[O-] (centres undefined)
 : -3	.	.	.	13	-23	.	6	16
- COc1ccc(-n2c(=S)[nH]c(=O)c3cccnc32)cc1
 : 0	-1.6	-0.8	4	6	-18	.	-5	13

# Carrying on:
# Order of values: 14-3-3 Bad PPI	zfTRPN1 agonist	TRPML3 ag	NPY-Y1 PAM-ag	PGE2 EP2 inh	EP2 modulator	NPY-Y1 antag	CHOP inh	PPC-1+TRAIL kill
- C[C@@H]1C[C@@H]2O[C@H]2/C=C\C=C\C(=O)Cc2c(Cl)c(O)cc(O)c2C(=O)O1
 : -3	-0.8	0.3	-20	12	-36	7	-48	18
- Cn1cnc([N+](=O)[O-])c1Oc1ccc2ccccc2c1
 : 18	0.0	0.5	-5	7	-15	12	1	24
- CCOc1ccc(/C=N/NC(=O)c2nnn(-c3nonc3N)c2COc2ccc(F)cc2)cc1
 : 3	1.2	0.5	7	8	3	.	11	13
- CCOC(=O)C1=C(CSc2nc3c(cc2C#N)CN(C)CC3)OC(N)=C(C#N)C1c1ccc(F)cc1 (centres undefined)
 : 18	-0.4	0.7	2	14	-15	5	14	24
- Cc1c(NC(=O)CSc2nnnn2-c2ccc(C(=O)O)cc2)c(=O)n(-c2ccccc2)n1C
 : -2	0.1	0.8	14	6	13	3	-11	-12
- CCSc1nnc(CNc2ccc(F)cc2)n1CC1CCCO1 (centres undefined)
 : -9	-0.2	-0.4	18	6	9	0	16	8
- COc1ccc(C(=O)NNC(=S)NC2CCCCC2)cc1OC
 : -12[fluorescence artefact?]	0.9	0.4	0	9	18	2	1	27
- CCCOC(=O)CN1C(=O)c2ccccc2C1=O
 : 4	-0.2	0.6	6	2	1	-2	5	2
- COc1ccc(C(=O)N/C(=C\c2ccccc2)C(=O)NC(CC(C)C)C(=O)O)cc1 (centres undefined)
 : -10	1.2	1.0	-3	6	39	-3	7	3
- O=C(CSc1ncnc2c1oc1ccccc12)Nc1cccc(F)c1
 : 2[fluorescence artefact?]	0.9	1.3	-15	13	67*	-1	57	8
- N#CC(C(=O)OC1CCCCC1)c1nc2ccccc2nc1N1CCCCC1 (centres undefined)
 : 7	0.9	-0.1	14	4	18	1	29	-6
- FC(F)(F)c1cccc(-c2ccc(-c3csnn3)o2)c1
 : -1[fluorescence artefact?]	-1.2	0.1	-34	6	-34	9	29	4
- COc1cccc(C2C3=C(CCCC3=O)NC3=C2C(=O)c2ccccc23)c1 (centres undefined)
 : -10	-0.3	-0.1	9	7	-4	-3	1	.
- CCCc1nnc(NC(=O)CCC(=O)N2CCN(C3c4ccccc4-c4ccccc43)CC2)s1
 : 6[fluorescence artefact?]	1.4	1.2	-9	4	-23	1	54	-7
- O=C(CSc1ncnc2c1oc1ccccc12)Nc1nc2ccccc2s1
 : 6	1.1	-0.5	1	14	19	2	48	-5
- O=c1[nH]c(CSc2ccccn2)nc2c1cnn2-c1ccccc1
 : 3	1.6	0.0	-2	7	-16	1	20	7
- CCC(=O)N1CCc2cc(Br)cc(S(=O)(=O)N3CCCCCC3)c21
 : -2	0.7	0.6	-10	5	12	8	6	10
- CCC(C)NC(=O)C1CCN(S(=O)(=O)CC)CC1 (centres undefined)
 : -4	1.2	0.0	9	5	11	0	37	3
- COc1ccc2c(c1)C(C)CC(C)(C)N2C(=O)CSc1ncn[nH]1 (centres undefined)
 : -6	0.4	0.3	-15	15	-6	7	38	-6
- C=CCc1cc(Cl)ccc1OCCCNCCO
 : 18	-0.1	1.8	0	5	-32	8	23	11
- CC(C)CN1CCN(Cc2ccc3ncccc3c2)CC1CCO (centres undefined)
 : -1	-0.5	0.7	-5	4	-2	2	8	7
- O=C(Nc1ccnc(-c2ccncc2)n1)C1CC1
 : -6	1.3	0.5	-21	6	-9	-1	2	15
- O=C(N/N=C/c1ccncc1)/C(=C/c1ccccc1)NC(=O)c1ccccc1
 : -2	1.6	0.4	4	-2	7	4	16	9
- CCCn1c2c(c(O)c(C(=O)Nc3ccccc3)c1=O)CCCC2
 : 11	2.3	-0.4	10	.	56	3	29	14
- O=S(=O)(c1ccccc1S(=O)(=O)N1CCCCC1)N1CCCCC1
 : -11	-0.6	0.0	-4	4	29	11	18	14
- COCCNC(=O)c1onc(CSc2cccc(OC)c2)c1C(=O)O
 : 67	0.8	-0.3	-27	8	18	4	25	10
- COc1ccc(-c2coc3cc4oc(=O)cc(C)c4cc23)cc1F
 : -10	0.5	0.8	13	2	14	-1	-6	24
- Cc1cc(Cl)ccc1NC(=O)NC1CCN(S(=O)(=O)c2ccc(F)cc2)CC1
 : 3	-0.5	0.3	8	19	-19	-4	61	11
- O=C(COC(=O)CC(c1ccccc1)c1ccccc1)NCc1ccccc1
 : 3[fluorescence artefact?]	-2.1	0.0	1	6	6	0	38	32
- CCN(C(=O)CSc1nc2ccccc2c(=O)n1C(C)COC)C1CCS(=O)(=O)C1 (centres undefined)
 : -5	-0.5	-0.1	9	5	13	4	10	10
- O=C(NC1(C(F)(F)F)NC(=O)N(c2ccc(F)cc2)C1=O)c1cccs1 (centres undefined)
 : 6[fluorescence artefact?]	0.9	0.7	-6	7	17	-3	0	0
- O=C(CNc1ccc(Br)cc1)NNC1=NCCC1
 : -1	0.3	0.5	-17	8	22	-4	0	2
- Cc1ccc(SCCCn2cnc3ccccc3c2=O)cc1
 : -2	-1.1	-1.2	-28	10	3	0	17	20
- Cc1nc(C(F)(F)F)ccc1C(=O)Nc1ccc(C(F)(F)F)cn1
 : -2	-1.6	1.4	-8	8	11	.	-8	0
- COc1cccc(C(=O)C2CCCN(Cc3cccn3-c3cccnc3)C2)c1 (centres undefined)
 : 9	-1.8	-0.3	-15	-1	-16	1	-1	-10
- Cc1cccc(/N=C/c2c(O)n(Cc3ccc4c(c3)OCO4)c(=O)c3ccccc23)n1
 : -9	1.2	1.6	2	4	45	5	41	-4
- Cc1cccc(C)c1N1C(=O)[C@@H]2C(c3ccccc3Cl)=NO[C@@H]2C1=O
 : -3	3.5	4.0	19	12	-1	.	14	-2
- O=C(O)c1cc(-c2ccccc2)c(N2CCOCC2)s1
 : 6	-1.0	-0.1	9	30	22	2	10	8
- O=C(COC(=O)/C=C/c1ccccc1[N+](=O)[O-])NC1CCS(=O)(=O)C1 (centres undefined)
 : -6	2.3	0.7	3	6	-12	2	-16	8
- COc1cccc(NC(=O)C(C)SCc2ccccc2)c1 (centres undefined)
 : 11	-1.2	-1.2	13	7	-43	4	24	13
- COc1ccc(OC)c(/C=N/NC(=O)C(=O)N2CCCC2)c1
 : -9	-0.6	-0.2	-3	13	1	0	-2	21
- Cc1ccc(Cl)cc1NC(=O)CCN1C(=O)C2C3CCC(C3)C2C1=O (centres undefined)
 : -1	3.5	0.7	2	6	-5	-4	-1	0
- CC(=O)Nc1ccccc1N(C)S(=O)(=O)c1ccc(C)cc1
 : 7	2.8	1.1	0	1	28	0	.	-3
- CCOC(=O)C/C(C)=N/NC(=O)Nc1ccccc1
 : 9	-0.2	0.9	0	4	-15	2	1	15
- CCCOc1ccc(C(=O)N2CCCc3ccccc32)cc1
 : -3	-0.4	0.3	-2	1	17	3	-4	-2
- Cc1ccc(-c2nn(CCC(=O)Nc3cccnc3)c(=O)c3ccccc23)cc1
 : 1	-3.2	-0.7	-5	13	2	.	28	1
- CCN(CC)c1nc(-c2nn[nH]n2)nc(N(CC)CC)n1
 : 10	0.0	0.7	5	10	-4	0	8	5
- CCOC(=O)Nc1ccc2c(c1)nc(CN1CCN(C(C)=O)CC1)n2C
 : -8	-0.1	1.0	0	5	23	1	-5	-9
- O=C(c1nc2ccccn2c1CNCCOc1cccnc1)N1CCOCC1
 : 1	0.9	0.2	-2	6	7	2	4	7
- CCOc1ccccc1-n1c(SCC(=O)N2CCCc3ccccc32)nnc1-c1cccnc1
 : -6	-0.8	-0.6	-15	4	28	1	10	-9
- CC(=O)c1ccc(NC(=O)C(NC(=O)c2ccccc2)=C(C)C)cc1
 : -4	-2.5	1.0	-5	5	-28	-16	12	8
- CCNS(=O)(=O)c1ccc(CCC(=O)Nc2ccccc2C(=O)OC)cc1
 : -20	-1.7	-0.7	-12	11	8	-2	10	8
